DAX1 inh-1 – inhibitors of DAX1 repression of SF-1 activated StAR promoter | HEK293T StAR-luciferase reporter, SF-1/DAX-1 repression relief | inhibition, % at 6.8 µM | 1.1% of 370,000 active | AID 652010;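 active = inhibition above the mean over all tested compounds plus 3 SD, cut at about 3.6% in these data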;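 note: 0% = DAX-1 cells with DMSO and 100% = cells lacking DAX-1 with DMSO; higher inhibition means more luminescence from relief of DAX-1 repression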
NPR1 activator – GC-A (human) enzyme activation; P16066; HEK293 GC-A cells, cGMP TR-FRET, EC30 ANP; 0% at EC30 ANP, 100% saturating ANP; activation, % at 10 µM; 0.14% of 370,000 active; AID 1671463; in the data active = activation above about 40%
DAX1 inh-2 – inhibits human nuclear receptor DAX1 | HEK293 Gal4-DAX1 luciferase reporter, luminescence | inhibition, % at 6.75 µM | 0.99% of 340,000 active | AID 504766;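 active = inhibition above the mean over all tested compounds plus 3 SD, cut at about 4.2% in these data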;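 note: 0% = DAX1-transfected cells with DMSO and 100% = empty-vector control cells with DMSO; inhibition shows as a rise in luminescence from relieved DAX1 repression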
Target sequence (P51843 207-470 limits assumed): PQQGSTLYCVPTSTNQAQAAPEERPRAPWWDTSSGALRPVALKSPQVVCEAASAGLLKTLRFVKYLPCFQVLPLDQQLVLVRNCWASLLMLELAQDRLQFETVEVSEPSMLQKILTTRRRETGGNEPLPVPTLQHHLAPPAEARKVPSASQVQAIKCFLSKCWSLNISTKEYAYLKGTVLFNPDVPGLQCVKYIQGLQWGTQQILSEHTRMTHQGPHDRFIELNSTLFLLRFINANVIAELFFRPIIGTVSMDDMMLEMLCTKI
ssDAF12 agonist – activates DAF-12 receptor from parasite S. stercoralis; activation, % at 6.8 µM; HEK293 ssDAF-12/GRIP1 lit1-tk-luc reporter, luminescence; % of 3 µM dafachronic acid response; 1% of 370,000 active;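 active = activation above the mean over all tested compounds plus 3 SD, cut at about 0.9% in these data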;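 note: 0% = DMSO-only wells and 100% = 3 µM delta7-dafachronic acid wells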
hgDAF-12 ag – hgDAF-12 agonism, primary luciferase screen; 1.8% of 370,000 active; activation, % at 6.8 µM; HEK293 GAL4-hgDAF12 UAS-luciferase reporter, agonist luminescence; normalized to butyrate control;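 active = activation above a cutoff set at the mean of all screened compounds plus 3 SD, cut at about 10% in these data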;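 note: 0% = DMSO wells and 100% = sodium butyrate wells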
sPLA2-III inh – Inhibits HGIII-sPLA2 liposome hydrolysis, primary screen | inhibition, % at 12.2 µM | 0.56% of 370,000 active | QFRET BODIPY PC-A2 liposome hydrolysis, fluorescence | Q9NZ20;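 active = inhibition above mean plus 3 SD of compounds lying within the high and low control bounds, cut at about 19% in these data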;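 note: 0% = median of test compound wells and 100% = no enzyme DMSO wells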
Target sequence (Q9NZ20 whole entry, looked up): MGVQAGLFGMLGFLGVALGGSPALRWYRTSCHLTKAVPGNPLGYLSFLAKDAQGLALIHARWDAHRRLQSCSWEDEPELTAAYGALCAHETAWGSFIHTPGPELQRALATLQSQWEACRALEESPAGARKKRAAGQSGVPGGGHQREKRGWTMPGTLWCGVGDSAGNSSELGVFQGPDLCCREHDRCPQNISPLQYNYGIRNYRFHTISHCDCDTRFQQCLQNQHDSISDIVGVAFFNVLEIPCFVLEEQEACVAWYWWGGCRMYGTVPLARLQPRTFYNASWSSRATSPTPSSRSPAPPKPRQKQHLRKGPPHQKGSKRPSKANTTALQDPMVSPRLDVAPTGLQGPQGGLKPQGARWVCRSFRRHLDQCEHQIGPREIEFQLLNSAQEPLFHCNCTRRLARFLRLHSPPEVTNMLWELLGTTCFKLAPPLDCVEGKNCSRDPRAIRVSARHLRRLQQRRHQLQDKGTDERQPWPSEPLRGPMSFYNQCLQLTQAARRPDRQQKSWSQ
GAA850 FXN act – activators of GAA850 frataxin (FXN) promoter; AID 540364; 0.56% of 360,000 active; HEK293 lucGAA850 FXN promoter luciferase reporter, 24 h; percent of 10 µM SAHA response; activation, % at 6 µM;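 active = activation above the average of all compounds screened plus 3 SD, cutoff fixed separately per campaign, cut at about 7.5% in these data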;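 note: 0% = DMSO wells and 100% = 10 µM SAHA wells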
NPR2 activator – GC-B (human) receptor activation | P20594 | HEK293-GC-B cells, CNP EC30, cGMP TR-FRET; 0% at EC30 CNP, 100% saturating CNP | activation, % at 10 µM | 0.11% of 370,000 active | AID 1920062;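 active = activation at 10 µM reaching about 35% in either raw or pattern-adjusted values, limit read from the data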
KLK7 zymogen act – activators of human kallikrein-7 zymogen | P49862 | activation, % at 7 µM | 0.9% of 370,000 active | AID 652039 | purified proKLK7, EDANS-DABCYL substrate fluorescence; 100% is mature enzyme control, 0% vehicle;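 active = activation above the mean of all tested compounds plus 3 SD, computed per campaign excluding outliers beyond control limits, cut at about 13% in these data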
Target sequence (P49862 whole entry, looked up): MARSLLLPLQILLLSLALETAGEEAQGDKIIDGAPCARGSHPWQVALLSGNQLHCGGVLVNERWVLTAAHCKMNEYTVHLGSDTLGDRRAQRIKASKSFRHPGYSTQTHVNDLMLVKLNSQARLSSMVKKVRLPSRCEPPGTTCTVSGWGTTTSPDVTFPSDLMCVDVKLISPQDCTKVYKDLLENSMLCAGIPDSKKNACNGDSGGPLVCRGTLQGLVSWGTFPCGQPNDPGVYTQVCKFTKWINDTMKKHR
SMARCA2 act – SMARCA2 function activation, primary screen; MG213 cells, MMTV-luciferase reporter, dexamethasone, overnight; activation, % at 9.1 µM; 1% of 370,000 active; in the data active = activation above about 7.8%;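 note: 0% = vehicle wells and 100% = reference activator wells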
hcDAF-12 act – activators of H. contortus DAF-12 nuclear receptor; activation, % at 6.8 µM; 1.4% of 370,000 active; HEK293 hcDAF-12 lit1-tk-luc reporter, luminescence; 0% DMSO, 100% Δ7-dafachronic acid;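 active = activation above the mean of all tested compounds plus 3 SD, cut at about 5.5% in these data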;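 note: 100% = response to 3 µM Δ7-dafachronic acid high control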
Starred values were filed as active, the others as inactive; x = no result given.

SMILES | DAX1 inh-1 | NPR1 activator | DAX1 inh-2 | ssDAF12 agonist | hgDAF-12 ag | sPLA2-III inh | GAA850 FXN act | NPR2 activator | KLK7 zymogen act | SMARCA2 act | hcDAF-12 act
COC(=O)c1ccccc1NC(=O)NC1CCN(Cc2ccccc2)CC1 | -1.2 | -2 | 1.0 | -1.2 | -1.0 | -5 | -0.4 | -4 | -0.3 | -5 | -1.9
Cc1ccccc1OC1C(=O)N(CC2CCCO2)C1c1ccc2c(c1)OCO2 (stereo unspecified) | -1.1 | -20 | -0.3 | -2.2 | -1.4 | -6 | 2.6 | -13 | 0.3 | 1 | -3.5
CCCCc1ccc(NC(=O)COc2ccc(C(=O)Nc3ccccc3OCC)cc2)cc1 | 0.0 | -2 | 0.5 | -0.5 | 0.1 | -2 | 2.9 | -4 | -0.5 | -1 | -0.5
Oc1ccc(/C=C/c2nc(-c3ccccc3O)n(-c3ccccc3)n2)cc1 | -0.6 | -12 | -0.7 | -1.4 | -0.8 | -45 | -1.1 | -5 | 0.8 | -3 | -2.0
COc1cc(NC(=O)C2CCCN(S(=O)(=O)c3ccc(Cl)s3)C2)cc(OC)c1 (stereo unspecified) | -1.4 | -8 | x | -1.7 | -4.1 | -24 | x | -8 | -0.1 | -1 | -3.7
CCOc1ccc(N2C(=O)CC(N3CCN(c4ccc(F)cc4)CC3)C2=O)cc1 (stereo unspecified) | 0.8 | -5 | 0.1 | -0.1 | 0.2 | 18 | 1.6 | 3 | -0.7 | -1 | -0.5
COc1ccc(N(CC(O)CN2C(=O)NC(C)(C)C2=O)S(=O)(=O)c2ccccc2)cc1 (stereo unspecified) | 0.3 | 1 | 1.6 | -1.6 | 0.1 | -8 | -1.5 | 6 | -0.2 | -1 | -1.2
CCOC(=O)C1CCN(C(=O)c2cc(S(=O)(=O)N3CCCCCC3)ccc2OC)CC1 | -0.4 | 1 | 1.1 | -1.1 | 0.4 | 0 | 1.5 | 7 | 0.3 | -2 | 0.7
CCOC(=O)N1CCN(S(=O)(=O)N2CCCC(C(=O)NCc3ccc(OC)cc3OC)C2)CC1 (stereo unspecified) | -1.9 | 0 | 0.3 | -1.4 | -0.9 | 7 | 1.7 | 8 | 0.0 | -3 | -1.5
COc1ccc(CNC(=O)CC(C)S(=O)(=O)c2ccc3c(c2)NC(=O)CO3)cc1 (stereo unspecified) | -0.7 | 4 | -0.3 | -0.9 | 0.8 | 6 | -0.4 | 1 | -0.5 | -2 | -1.3
Cc1ccc(NC(=O)N/C=C/c2ccccc2)cc1 | 2.0 | 0 | 1.4 | -0.6 | 9.4 | -20 | 1.6 | -3 | 0.7 | 7 | 2.0
O=[N+]([O-])c1ccc(S(=O)(=O)NCC(c2cccnc2)N2CCc3ccccc3C2)cc1 (stereo unspecified) | -0.2 | -5 | -1.4 | -1.0 | 0.2 | 1 | 0.8 | -4 | -0.4 | -3 | -0.7
O=C(Cc1ccc(S(=O)(=O)N2CCOCC2)s1)Oc1ccc(F)cc1 | 2.2 | 3 | -0.1 | -0.9 | -2.1 | -50 | -0.4 | -3 | -0.3 | -1 | -0.6
CC(C)c1ccc(NC(=O)C(c2ccccc2)N2CCC3(CC2)OCCO3)cc1 (stereo unspecified) | 0.6 | -3 | -0.3 | -1.3 | 0.4 | 2 | -4.1 | 3 | 0.1 | -2 | -0.9
CCOC(=O)c1c(OCCO)nn(-c2ccc(Cl)cc2)c1N | -0.9 | 3 | 0.6 | -0.1 | -2.0 | 4 | 2.3 | -4 | 0.0 | 0 | -0.1
C[C@@H]1CN([C@H](C)CO)C(=O)CCCn2cc(nn2)CO[C@H]1CN(C)C(=O)Nc1cccc(C(F)(F)F)c1 | -0.3 | 1 | 1.6 | -0.3 | 0.6 | 4 | 0.5 | 2 | 0.5 | -4 | -1.4
CCOc1ccc(CCNC(=O)COC(=O)c2cccs2)cc1OCC | -2.6 | 0 | 0.3 | -1.0 | 0.8 | -5 | 1.6 | 1 | 0.2 | -1 | -1.5
OCCC#Cc1c(-c2ccsc2)sc2ccccc12 | 0.2 | -1 | 1.4 | -1.0 | -1.3 | -4 | -1.0 | -10 | 0.4 | 0 | 0.0
COc1ccc(-c2nc3ccc([N+](=O)[O-])cc3o2)cc1 | 1.1 | 6 | 3.0 | -1.0 | 7.3 | 2 | 1.6 | -7 | 0.0 | 3 | 0.3
Cc1ccc(C(=O)Oc2csc(=S)n2C(=O)c2ccc(C)cc2)cc1 | -0.1 | 3 | 0.4 | -0.7 | 0.6 | 3 | 0.8 | 1 | 0.1 | 1 | -0.2
CC1(C)O[C@@H](CC(=O)O)[C@]23CO[C@H](C(=O)[C@]4(C)C2CC[C@@]2(C)[C@H](c5ccoc5)OC(=O)C5O[C@]524)[C@@H]13 (stereo partly specified) | 0.7 | -1 | 0.1 | -1.1 | -0.5 | 7 | -1.6 | 1 | 0.1 | -1 | -0.7
COc1ccc(N2C(=O)CC(Nc3ccc(C(=O)O)cc3)C2=O)cc1OC (stereo unspecified) | -0.1 | 2 | 3.1 | -1.3 | 2.2 | 0 | 0.0 | -2 | -0.6 | 2 | -0.4
O=C(Nc1ccccc1Cl)C1CCCN(c2ncnc3c2nc2n3CCCCC2)C1 (stereo unspecified) | -1.1 | 2 | -1.2 | -1.6 | -3.9 | 3 | 0.9 | -1 | -0.3 | -4 | -2.3
CCc1ccc(OC2(C)CCN(Cc3ccccc3OC(F)F)C2)cc1 (stereo unspecified) | -1.9 | 3 | x | -1.0 | -0.7 | 0 | 1.3 | 0 | -0.1 | -5 | 0.2
COc1ccc(NC(=O)c2ccccc2NC(=O)COc2ccccc2)cc1 | 0.3 | 5 | -0.8 | -0.3 | 1.0 | 6 | -0.5 | -4 | 0.3 | -1 | -1.1
CCCCC(=O)Nc1ncc(S(=O)(=O)c2ccc([N+](=O)[O-])cc2)s1 | -1.1 | 2 | -0.7 | -0.8 | -1.4 | -15 | 3.0 | 5 | -0.2 | -3 | -2.0
CN(C)c1ccc(/C=C/c2c([N+](=O)[O-])c(=O)n(C)c(=O)n2C)cc1 | -0.2 | -8 | -0.8 | -1.0 | 0.2 | 1 | 1.8 | -5 | 2.5 | -1 | 0.9
COc1ccc(NC(=O)c2ccccc2NC(=O)CSc2ccc(Cl)cc2)cc1 | 0.4 | -9 | 1.6 | -1.1 | 0.1 | -2 | 1.8 | -7 | 0.2 | 1 | 1.9
Cc1ccc2c(COC(=O)c3ccc(C)c(C)c3)cc(=O)oc2c1 | 0.0 | 1 | -1.2 | -0.3 | 0.7 | 12 | 1.8 | 0 | -1.0 | -2 | 1.4
N#CCCOC1(C#CCN2CCCC2)CCCCC1 | -0.9 | 7 | 0.2 | -0.3 | 2.9 | 15 | -0.7 | 1 | -0.3 | 0 | -1.6
O=C(NCCc1ccc(F)cc1)c1ccc2c(=O)n3c(nc2c1)CCC3 | 6.3* | -4 | 1.3 | 0.6 | 7.0 | 6 | -0.6 | 6 | 0.0 | 1 | 3.5
O=C(NCC(c1cccs1)N1CCOCC1)c1ccco1 (stereo unspecified) | 0.4 | -1 | -0.2 | -1.5 | -0.2 | 3 | 3.0 | -1 | -0.7 | -1 | -0.4
Cc1cccc(N(Cc2nnc3n2CCCCC3)C(=O)Nc2ccccc2)c1 | 0.2 | -4 | -0.7 | -1.4 | -0.8 | 8 | -0.6 | -1 | -0.5 | 0 | 1.3
COc1ccc(NC(=O)Nc2ccncc2)c(OC)c1 | -1.4 | -3 | 0.9 | -2.0 | -0.4 | 5 | 1.2 | 1 | 0.2 | -5 | -2.3
COc1ccc2sc(-c3ccccc3OC)c(C#CCCO)c2c1 | 0.1 | -4 | -0.8 | -0.1 | -0.9 | -3 | 0.0 | -8 | 0.2 | -1 | -0.5
Cc1noc(C)c1COc1ccccc1C(=O)NC(C)c1ccc(F)cc1 (stereo unspecified) | -1.1 | 0 | 0.5 | -1.9 | -1.3 | 2 | -0.5 | -5 | 0.3 | -6 | -0.9
Cc1ccc(N(Cc2ccccc2)C(=O)c2cc(S(=O)(=O)N3CCOCC3)ccc2F)cc1 | -0.9 | -7 | -0.6 | -1.6 | -2.0 | -6 | -1.2 | 0 | 0.3 | 2 | 0.1
CN(C)c1ccc(CNC(=O)c2cc(S(=O)(=O)N3CCOCC3)cn2C)cc1 | -1.3 | 1 | -0.2 | -1.1 | -0.1 | -2 | -2.0 | 1 | -0.5 | -3 | -1.5
COc1ccc(OCC(=O)N/N=C/C=C/c2ccccc2)cc1 | 1.3 | 1 | -0.3 | -1.4 | 5.8 | 3 | 1.1 | -2 | -0.4 | 1 | 1.2
COc1ccc(S(=O)(=O)NCCc2ccco2)cc1OC | -0.8 | 2 | 0.7 | -1.0 | 2.4 | -6 | 0.5 | -2 | 0.6 | 6 | 1.6

Shown tab-delimited: 3 of the compounds above.
canonical_smiles	DAX1 inh-1	NPR1 activator	DAX1 inh-2	ssDAF12 agonist	hgDAF-12 ag	sPLA2-III inh	GAA850 FXN act	NPR2 activator	KLK7 zymogen act	SMARCA2 act	hcDAF-12 act
CC1(C)O[C@@H](CC(=O)O)[C@]23CO[C@H](C(=O)[C@]4(C)C2CC[C@@]2(C)[C@H](c5ccoc5)OC(=O)C5O[C@]524)[C@@H]13 (stereo partly specified)	0.7	-1	0.1	-1.1	-0.5	7	-1.6	1	0.1	-1	-0.7
COc1ccc(N2C(=O)CC(Nc3ccc(C(=O)O)cc3)C2=O)cc1OC (stereo unspecified)	-0.1	2	3.1	-1.3	2.2	0	0.0	-2	-0.6	2	-0.4
O=C(Nc1ccccc1Cl)C1CCCN(c2ncnc3c2nc2n3CCCCC2)C1 (stereo unspecified)	-1.1	2	-1.2	-1.6	-3.9	3	0.9	-1	-0.3	-4	-2.3

Going on with the list:
SMILES | DAX1 inh-1 | NPR1 activator | DAX1 inh-2 | ssDAF12 agonist | hgDAF-12 ag | sPLA2-III inh | GAA850 FXN act | NPR2 activator | KLK7 zymogen act | SMARCA2 act | hcDAF-12 act
COc1ccccc1C(=O)NCC(=O)OCc1ccc(Br)cc1 | -0.3 | 0 | -0.2 | -1.1 | -1.5 | 7 | 0.3 | 0 | -0.6 | -2 | -1.4
O=C(Cn1nnc2ccccc2c1=O)NC1CCCc2ccccc21 (stereo unspecified) | 0.3 | 3 | 2.4 | -1.7 | -0.6 | -11 | 1.7 | 2 | 0.7 | 3 | -1.1
C=CCN(c1ccccc1)S(=O)(=O)c1cccc(C(=O)O)c1 | 0.6 | -2 | -0.5 | -0.7 | 0.0 | 10 | 0.8 | 0 | -0.6 | -4 | -0.8
CNC(=O)NC(=O)COC(=O)c1cccc(S(=O)(=O)N2CC3(C)CC2CC(C)(C)C3)c1 (stereo unspecified) | 0.2 | -1 | 0.0 | -1.0 | 1.4 | -3 | 0.3 | 5 | 0.3 | 1 | -0.7
O=CN1CCN(C(=O)Cc2ccc(Cl)cc2)CC1 | 0.1 | 4 | 2.1 | -1.3 | 9.9 | 0 | -0.7 | 5 | 1.0 | -3 | -0.6
O=C(COC(=O)C1CC1)Nc1ccc(OC(F)F)cc1 | 0.4 | 5 | 1.2 | -1.2 | 2.6 | -1 | 1.9 | 0 | 0.9 | 1 | 0.5
O=C(C1CCC1)N1CCN(c2ccnc3cc(Cl)ccc23)CC1 | -0.9 | -8 | -0.4 | -2.4 | -4.1 | 6 | -1.5 | -11 | 0.4 | -5 | -1.8
